Screens from PubChem.
F508del corr: F508del CFTR correction, initial screen, CFBE line, single point | CFBE cells, YFP halide quenching; stimulated with forskolin plus potentiator P3; % fluorescence drop versus neutral controls | activity (quench increase), % at 7.58 µM | hit rate 0.36% among 350,000 | AID 720511, 2013;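 active = mean added fluorescence quench of at least 8% versus neutral control, with both replicates also reaching 8%; inconclusive = only one of the mean or replicate conditions met; inactive = mean below 8% and not both replicates reaching 8%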;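 note: cells transiently co-express mutant CFTR-F508del with the halide-sensitive YFP; corrector assay measuring rescue of mutant channel to the surface after 24 h compound exposure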
RAD52 inh: RAD52 DNA annealing inhibitors, primary screen, biochemical, FRET, single point, set 2; recombinant RAD52 DNA annealing, FRET fluorescence; inhibition, % at 18.7 µM; hit rate 0.46% among 360,000; AID 651710, 2012;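 active = every replicate showing at least 50% inhibition; inconclusive = mean inhibition at least 50% but not in every replicate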
Target sequence (P43351 whole entry, looked up): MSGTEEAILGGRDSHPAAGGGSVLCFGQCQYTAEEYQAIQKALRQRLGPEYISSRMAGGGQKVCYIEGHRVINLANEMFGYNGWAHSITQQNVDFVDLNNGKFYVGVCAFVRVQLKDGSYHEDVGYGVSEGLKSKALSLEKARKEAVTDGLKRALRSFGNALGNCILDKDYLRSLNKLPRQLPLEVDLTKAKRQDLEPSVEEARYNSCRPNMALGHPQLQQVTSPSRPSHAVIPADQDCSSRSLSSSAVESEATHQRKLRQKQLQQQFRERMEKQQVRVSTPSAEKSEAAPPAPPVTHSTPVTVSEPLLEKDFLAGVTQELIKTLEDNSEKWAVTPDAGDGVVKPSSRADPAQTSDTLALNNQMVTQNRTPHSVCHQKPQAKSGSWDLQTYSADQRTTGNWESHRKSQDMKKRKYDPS
Xi reactivation: activators of inactive X chromosome reactivation, primary screen, imaging, XiGFP fibroblasts, GFP high-content imaging, set 2 | XiGFP mouse fibroblasts, % GFP-positive cells imaging, 3 d; cells co-treated with 5-aza-dC sensitizer; scaled so ellipticine positive control = 100% | activation, % at 7.58 µM | hit rate 0.055% among 360,000 | AID 743238, 2013;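 active = mean normalized replicate activation at least 10% and every replicate at or above 10%; inconclusive = only one of the two criteria met; inactive = mean below 10% and not all replicates reach 10%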;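 note: 0% = median of on-plate neutral control wells and 100% = ellipticine 6 µM median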
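Material: XiGFP fibroblasts, SV40-immortalized; Buffer or medium: DMEM containing 5-aza-dC; Compound dosing: single point; Times: 3 days compound exposure.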
DENV2 CPE: inhibitors of DENV2 cytopathic effect, primary screen, cell-based, plate reader, single concentration | DENV2-infected cells, cytopathic effect rescue | CPE inhibition, % at 9.99 µM | hit rate 1.7% among 350,000; in the data active = CPE inhibition above about 20%, passing the limit was not always enough; inconclusive = no clear call, values can overlap the other calls; tested in BHK-21 cells;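 note: 0% = median of neutral control wells and 100% = median of positive control wells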
E-sel inducer: E-selectin induction in HUVECs, primary screen, imaging, HUVEC, immunofluorescence imaging, single point; normalized: neutral wells 0, TNF-alpha wells 100; hit rate 0.37% among 260,000; activation, % at 7.58 µM;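 active = mean E-selectin-positive cell signal at least 10% of the positive control, reached in at least 60% of replicates, without over 20% cell loss; inconclusive = no rule given, readout overlaps actives, possibly toxicity-flagged; inactive = the rest, including those meeting only one limit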;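 note: in these data hits start at about 27%; measured in HUVEC primary endothelial cells; signal is the percent of cells scored E-selectin positive by PE staining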
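assay system = HUVEC, human umbilical vein endothelial cells | input = 3,000 HUVEC seeded per well | medium = EGM-2 growth medium on 0.1% gelatin-coated wells | dosing = one compound dose added by pin transfer | signal = immunofluorescence imaging | read-out basis = % PE-positive cells | control set = TNF-alpha, DMSO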
Casp6 inh: human caspase-6 inhibitors, primary screen, biochemical, VEID-R110 fluorescence, single point, set 2; P55212; purified caspase-6, Z-VEID-R110 cleavage fluorescence; inhibition, % at 12.5 µM; hit rate 0.53% among 350,000; AID 686996, 2013;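 active = mean inhibition across replicates at least about 35%, with every replicate also reaching that limit, limit read from the data; inconclusive = only one of the two criteria met; inactive = neither criterion met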;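 note: 0% = median of neutral control wells and 100% = no fluorescence left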
Target sequence (P55212 24-179 limits assumed): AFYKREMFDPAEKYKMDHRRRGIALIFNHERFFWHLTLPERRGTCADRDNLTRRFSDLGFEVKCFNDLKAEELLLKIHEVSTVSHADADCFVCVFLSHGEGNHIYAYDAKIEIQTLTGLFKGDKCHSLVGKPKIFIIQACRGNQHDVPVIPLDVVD
Target sequence (P55212 194-293 limits assumed): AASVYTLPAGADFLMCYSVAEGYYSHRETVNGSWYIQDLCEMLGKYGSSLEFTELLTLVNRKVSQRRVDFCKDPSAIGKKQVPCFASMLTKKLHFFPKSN
GSIS activator: GLuc luminescence reporter in INS-1E cells, primary screen for activators of glucose-dependent secretion of insulin; hit rate 0.61% among 370,000; INS-1E GLuc reporter insulin secretion, 2-3 h; activation, % at 16.6 µM; AID 743287, 2014;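 active = lowest replicate activation of at least 40%, so every replicate reaches that level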;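 note: 0% = median of neutral control wells and 100% = median of IBMX positive control wells; some compounds called inactive have numbers as strong as hits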
RAD54 inh: inhibitors of human RAD54 branch migration, primary screen, biochemical, fluorescence, single point | DNA repair and recombination protein RAD54-like (Homo sapiens), Q92698 | RAD54 Holliday junction branch migration, FAM/BHQ fluorescence | inhibition, % at 10.4 µM | hit rate 0.14% among 360,000 | AID 602329, 2012;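 active = mean normalized replicate activity at least 40 and at least half of replicates scoring 40 or more; inconclusive = only one of the two criteria met; inactive = mean below 40 and under half of replicates reaching 40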;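 note: 0% = median of neutral control wells and 100% = median of positive control wells; inhibitors cause a drop in the FAM fluorescence signal; in these data hits start at about 50%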
The depositor's hits bear a star; u = inconclusive; x = no result given.

SMILES | F508del corr | RAD52 inh | Xi reactivation | DENV2 CPE | E-sel inducer | Casp6 inh | GSIS activator | RAD54 inh
CN(C)CC(=O)N1CC2(C1)[C@@H](c1ccccc1)[C@@H](CO)N2C(=O)C1CCCCC1 | 2.0 | -14.2 | 0.0 | 1.3 | 0.0 | 1.0 | -9.2 | x
CCOC(=O)[C@@H](NC(=O)/C=C/[C@H]1O[C@@H](n2ccc(=O)[nH]c2=O)[C@H](O)[C@@H]1O)C(C)C | 0.5 | -11.0 | 0.2 | -8.3 | -0.1 | 4.5 | x | 5.4
CC(C)CC#Cc1ccc([C@H]2[C@H](CO)N3C(=O)CN(C(=O)Cc4cccnc4)C[C@@H]23)cc1 | 2.6 | -7.0 | 0.1 | 4.0 | -0.2 | 3.0 | 6.0 | x
CS(=O)(=O)Nc1cccc(C2=NN(C(=O)c3ccco3)C(c3ccco3)C2)c1 (centres undefined) | 2.8 | -6.5 | 0.3 | -4.9 | 0.3 | -1.9 | -5.1 | -0.2
Cc1cc(N/C=C(\C#N)S(=O)(=O)c2ccccc2Cl)nc(C)n1 | -1.2 | -32.1 | -0.1 | -2.2 | x | 4.9 | -1.8 | x
COCc1cc(=O)[nH]c(/N=C(\N)Nc2ccc(Cl)c(Cl)c2)n1 | 2.6 | -12.0 | -0.1 | 0.3 | -0.2 | -0.8 | 0.9 | 4.1
Cc1nccn1-c1ccc(NC(=O)[C@H]2O[C@@H](n3ccc(N)nc3=O)[C@H](O)[C@@H]2O)cc1 | 0.3 | -15.1 | 0.0 | 3.4 | 6.8 | 0.0 | 22.9 | x
CC(C)NC(=O)N(C)C[C@H]1Oc2c(NC(=O)Nc3ccccc3)cccc2C(=O)N([C@@H](C)CO)C[C@H]1C | -1.6 | 17.5 | 0.0 | 14.4 | 0.2 | 1.0 | 2.9 | -0.9
Cc1noc(C)c1NC(=O)N(C)C[C@H]1Oc2ncc(C#CC3CCCCC3)cc2C(=O)N([C@@H](C)CO)C[C@H]1C | 0.9 | 0.8 | -0.4 | 7.3 | -0.1 | -3.0 | -1.2 | -2.3
CC(C)(C)S(=O)N1Cc2cc(C(=O)NCc3ccc(Oc4ccccc4)cc3)nc(-c3cccc(-c4cccc(F)c4)c3)c2[C@@H]1CCO (some centres undefined) | 2.3 | -35.1 | 0.7 | 10.4 | 2.9 | -3.2 | 0.0 | x
COC(=O)C(C)Oc1ccc(Cl)c(CN2OCC(C)(C)C2=O)c1 (centres undefined) | 1.3 | -7.0 | 0.0 | 3.0 | x | -4.4 | x | -3.3
COc1ccc(S(=O)(=O)N2CCN(Cc3cc(OC)c(OC)c(OC)c3)CC2)cc1 | 1.6 | -20.3 | 0.0 | -4.4 | 0.0 | -0.1 | -10.2 | 10.8
N#Cc1cnc(Nc2ccc(F)cc2)nc1N | -1.4 | -7.1 | 0.0 | -0.8 | -0.1 | -0.6 | 15.4 | -1.1
S=C(Nc1ccccc1Cl)N1CCCC(c2ccccc2)=N1 | 0.4 | -6.6 | 0.5 | 2.0 | 0.4 | -1.8 | 8.4 | -0.1
CN1CCN(C(=O)C[C@@H]2C[C@H]3c4cc(NC(=O)c5ccc6c(c5)OCO6)ccc4O[C@H]3[C@H](CO)O2)CC1 | 1.3 | 13.8 | 0.1 | 12.2 | -0.7 | 0.5 | 2.5 | -0.7
O=C(O)/C=C\C(=O)Nc1ccccc1F | -2.8 | -3.2 | 0.0 | -3.8 | x | 2.3 | 9.4 | 2.2
C[C@H](CO)N1C[C@H](C)[C@@H](CN(C)C(=O)C2CC2)Oc2ncc(-c3cccc(F)c3)cc2C1=O | 0.6 | x | -1.3 | x | 0.9 | x | -3.3 | x
CCCC#Cc1ccc([C@H]2[C@@H](C#N)N(S(C)(=O)=O)[C@H]2CO)cc1 | 2.2 | -6.9 | 0.0 | 6.6 | -0.1 | 0.0 | -8.1 | 0.7
COC(=O)C[C@@H]1CC[C@H]2[C@@H](COc3ccc(NC(=O)c4cscn4)cc3C(=O)N2C)O1 | -4.2 | -11.1 | 0.3 | u | 0.0 | -0.8 | 2.5 | -0.6
CC(=O)N1[C@H](CO)[C@@H](c2ccccc2)[C@H]1CN(C)C(=O)CN1CCOCC1 | -1.2 | x | 0.1 | x | 0.8 | x | 8.7 | -4.1
COc1cccc2[nH]c3c(N4CCCC(C)C4)ncnc3c12 (centres undefined) | 3.6 | -10.6 | x | 1.7 | x | 1.3 | -7.6 | x
CN1C(=O)c2cc(NC(=O)c3cccc(Cl)c3)ccc2OC[C@@H]2O[C@H](CC(=O)NC3CCCCC3)CC[C@H]21 | -0.1 | x | 0.0 | -2.6 | -0.2 | x | -12.9 | 4.4
CN(C)C(=O)c1ccc(NC(=O)CSc2nc3ccccc3[nH]2)cc1 | 1.3 | -9.3 | 0.0 | 5.1 | -1.0 | 0.0 | 3.5 | x
Cn1c(SCc2ccc(C#N)cc2)nnc1-c1ccncc1 | 1.3 | 0.1 | 0.0 | 5.1 | x | -1.6 | -2.9 | -4.3
CC=Cc1ccc2n(c1=O)C[C@@H]1[C@@H](CO)[C@H](C(=O)NCc3ccccc3)N(S(C)(=O)=O)[C@H]21 (mixture of isomers) | -2.5 | -16.1 | 0.2 | -3.4 | -0.2 | 0.6 | 2.1 | -2.1
Cc1csc(SCCN2C(=O)c3ccccc3C2=O)n1 | x | -10.5 | x | x | x | -2.7 | 21.0 | 2.2
CS(=O)(=O)c1ccc(-c2nnn(CC(N)=O)n2)cc1 | -1.1 | -4.3 | 0.3 | -12.1 | 7.5 | 5.6 | 10.9 | -1.7
Cc1cc(C(=O)NNC(=O)c2cccc(N(C)C)c2)c(C)o1 | -0.6 | -12.5 | 0.0 | -5.4 | x | 0.4 | 9.0 | -4.8
CC(=O)NC[C@@H]1[C@@H](c2ccccc2)[C@@H](CO)N1C(=O)Cc1cccnc1 | -0.4 | -5.1 | 0.4 | -11.1 | 0.2 | 1.7 | 0.3 | -2.0
CNC(=O)C(=O)NCC1OCCCN1S(=O)(=O)c1ccc(F)cc1C (centres undefined) | 3.4 | -2.6 | -0.1 | 2.1 | -0.1 | -4.6 | 44.3* | 6.5
Cc1cc(C(=O)NNc2ccc(F)cc2F)no1 | 0.8 | -4.2 | 0.4 | -1.3 | 13.2 | 1.9 | 3.8 | 6.5
CCc1nc2ccc(C(=O)N(C)Cc3ccco3)cn2c1N(CC)Cc1cccc(Br)c1 | 0.6 | -3.5 | 0.1 | -13.7 | -0.2 | -16.0 | 2.1 | -0.9
Cn1c(NCC2CCCCC2)nc2cc(-c3ccsc3)sc2c1=O | 0.6 | -10.3 | 0.3 | -10.2 | x | -2.0 | 3.1 | 6.4
C[C@H](NC(=O)C[C@@H]1C[C@@H]2c3cc(NC(=O)NC4CCCCC4)ccc3O[C@@H]2[C@H](CO)O1)c1ccccc1 | -2.5 | 5.6 | 0.1 | 3.2 | 0.2 | -1.3 | 25.0 | 9.1
S=C(NCc1ccncc1)Nc1ccc(Cl)cc1Cl | 4.3 | -12.4 | 0.0 | -3.0 | x | 0.7 | -11.0 | x
COc1ccc([N+](=O)[O-])cc1C(=O)C(=O)c1ccccc1 | 3.0 | -11.3 | -0.1 | -4.6 | -0.2 | -0.7 | -2.5 | -2.1
COc1ccc(Br)cc1CNC(=O)CCCc1cn(C)c2ccccc12 | -3.7 | 3.3 | -0.2 | -0.5 | 0.5 | -2.3 | -16.1 | 4.5
CCOCc1nnc(NC(=O)CS(=O)(=O)c2ccc(C)cc2)s1 | -1.8 | -11.6 | 0.2 | -4.3 | x | x | 4.2 | 2.5
CC(C)n1c(SCC(=O)N2CCN(C)CC2)nc2c1c(=O)n(C)c(=O)n2C | 0.4 | -1.6 | x | 1.9 | x | 5.3 | 9.3 | -2.0
CCC(C)NC(=O)c1ccc2nc(Cc3ccc(OC)cc3)oc2c1 (centres undefined) | 2.5 | 3.3 | 0.1 | 5.4 | 0.0 | -4.4 | -6.6 | 4.0
O=C(CCCc1ccccc1)NCCC1=CCCCC1 | 0.0 | 12.2 | 0.1 | -1.9 | x | 2.4 | -20.6 | 2.7
O=C(/C=C/c1ccc(F)cc1)N1CCc2ccccc2C1 | 4.4 | -26.7 | 0.0 | -5.2 | 6.2 | 6.4 | -16.0 | -11.0
Cn1c(=O)[nH]c(=O)c2c1nc(Br)n2CC(O)COc1ccccc1 (centres undefined) | -0.5 | -7.2 | x | -8.0 | x | 2.6 | 1.7 | -17.1
CCCCc1c(-c2ccccc2OC)ncn1CCc1cccc(F)c1 | 2.9 | 3.3 | 0.2 | -3.5 | -0.1 | -15.9 | -9.4 | x
N=c1oc2cc(O)ccc2cc1C(=O)Nc1ccc(F)cc1 | 2.1 | -20.4 | -0.1 | 5.3 | -0.3 | 1.6 | -24.4 | -4.7
CCS(=O)(=O)N1Cc2ccccc2CC1C(=O)N1CCN(c2ccccc2)CC1 (centres undefined) | x | -1.3 | x | x | x | 10.2 | -2.3 | 2.2
COCCNC(=O)C[C@H]1C=C[C@@H](NC(=O)NC2CCCCC2)[C@@H](CO)O1 | 0.4 | 0.7 | -0.4 | -5.7 | 0.5 | 3.6 | 18.8 | -2.7
CCCCOc1ccccc1C1NC(=O)NC(C)=C1C(=O)OCCOC (centres undefined) | 1.5 | 8.7 | x | 15.7 | x | x | 25.7 | 2.0
Cc1ccccc1-c1nc(CS(=O)(=O)CC(=O)NCCCN2C(C)CCCC2C)c(C)o1 (centres undefined) | 1.1 | -2.7 | 0.5 | 0.5 | 0.9 | -22.5 | x | 3.8
CN(C)c1ccc(C2Nc3ccccc3C(=O)N2CCCN2CCOCC2)cc1 (centres undefined) | 0.7 | -3.4 | 0.1 | 17.7 | 0.3 | -2.4 | 11.7 | -14.5
O=C(c1ccncc1)N1C[C@H]2[C@@H](c3ccccc31)[C@@H](CO)N2Cc1ccccc1F | 0.9 | -14.8 | 0.0 | 5.1 | 0.0 | 1.2 | 9.4 | 2.3
C/C=C/c1ccc2c(c1)O[C@@H](CN(C)C(=O)c1ccccc1F)[C@H](C)CN([C@H](C)CO)S2(=O)=O | 1.5 | 8.5 | -0.2 | 10.0 | -0.7 | -1.2 | -10.3 | 5.5
COCC(=O)Nc1ccc2c(c1)[C@H]1C[C@H](CC(=O)N3CCOCC3)O[C@H](CO)[C@H]1O2 | 0.8 | 16.1 | 0.0 | -7.1 | -0.3 | -0.9 | 15.0 | -5.1
CCOC(=O)CC1C(=O)NCCN1C(=O)c1c(Cl)cccc1Cl (centres undefined) | 1.7 | 0.6 | 0.0 | -7.0 | 0.1 | -2.1 | -0.5 | 3.4
COc1ccccc1/C=C1\SC(=S)N(CCC(=O)NNC(=O)c2ccccc2OC)C1=O | 1.0 | -24.9 | 0.2 | 0.7 | 0.4 | -4.3 | 3.8 | x
Cc1ccc(OCC(=O)NNC(=O)c2ccc(NC(=O)C3CC3)cc2)c(C)c1 | -0.1 | -14.2 | 0.3 | 2.6 | x | -0.8 | 5.8 | 0.2
